# Bioassay records: PubChem, National Center for Advancing Translational Sciences (NCATS)
# MCF10A rereplic = induces DNA re-replication in MCF 10a normal breast cells; MCF 10A DNA re-replication, Hoechst nuclear intensity, 48 h; Potency, µM (highest dose often 46.1 µM), inactives show at the highest dose activity, positive = re-replication, usual class: activators; 2.9% of 350,000 active; AID 624296; note: potency is the fitted concentration of half-maximal effect; % of control where 0% means no effect; nearly all actives have a fitted effect of over 50% in size
# KB-3-1 tox = KB-3-1 parental cell cytotoxicity; KB-3-1 viability, CellTiter-Glo ATP luminescence, 72 h; Potency, µM (highest dose often 46.1 µM), inactives show at the top dose activity change, negative = cytotoxic, most hits filed as cytotoxic; 1.4% of 400,000 active; note: potency is the fitted concentration of half-maximal effect; % is set by controls: 0 for no effect and ±100 for the full control effect; nearly all actives have a fitted effect of over 60% in size
#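 Here the drug-naive KB-3-1 line serves as comparator for MDR sub-line selectivity; cells received compound titrations, 72 h at 37 °C, then CellTiter-Glo readout.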
# KB-V1 cytotox = KB-V1 MDR subline cytotoxicity. KB-V1 MDR cells viability, CellTiter-Glo, 72 h. Potency, µM (titrated, usually from 46.1 µM), for inactives: top-dose activity change, negative = cytotoxicity, actives largely listed as cytotoxic. 3.4% of 400,000 active. AID 1347076; note: potency is the fitted concentration of half-maximal effect; % is set by controls: 0 for no effect and ±100 for the full control effect; nearly all actives have a fitted effect of over 60% in size
#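 Following 72 h at 37 degrees C with compound, KB-V1 cell viability was read by CellTiter-Glo luminescence, medium being phenol-red-free DMEM plus 10% FBS; concentration-response parameters came from normalized, curve-fitted qHTS data.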
# HT1080-NT tox = kills 2HG-producing HT-1080-NT fibrosarcoma cells. HT-1080-NT fibrosarcoma viability, CellTiter-Glo ATP luminescence, 48 h. Potency, µM (titrated, usually from 46.1 µM), inactives show top-dose activity, negative = less viability, usual class: cytotoxic. 1.6% of 360,000 active. AID 686970;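 note: NT is the 2HG producing partner of a matched IDH1 knockdown line; potency is the fitted concentration of half-maximal effect; 0% = DMSO-treated cells and -100% = media-only wells without cells; nearly all actives have a fitted effect of over 55% in size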
#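 Toxicity toward the 2HG-producing NT line was scored as %Activity, normalised to DMSO and no-cell wells, from CellTiter-Glo luminescence after 48 hours' treatment.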
# WRN helicase inh = WRN helicase (human) inhibition | WRN helicase unwinding, fluorescent forked duplex, kinetic | Potency, µM (highest dose often 114 µM), for inactives: at the top dose activity change, negative = inhibition, usual class: inhibitors | 0.46% of 360,000 active; note: potency is the fitted concentration of half-maximal effect; % is set by controls: 0 for no effect and ±100 for the full control effect; nearly all actives have a fitted effect of over 55% in size
# Target sequence (Q14191 whole entry, looked up): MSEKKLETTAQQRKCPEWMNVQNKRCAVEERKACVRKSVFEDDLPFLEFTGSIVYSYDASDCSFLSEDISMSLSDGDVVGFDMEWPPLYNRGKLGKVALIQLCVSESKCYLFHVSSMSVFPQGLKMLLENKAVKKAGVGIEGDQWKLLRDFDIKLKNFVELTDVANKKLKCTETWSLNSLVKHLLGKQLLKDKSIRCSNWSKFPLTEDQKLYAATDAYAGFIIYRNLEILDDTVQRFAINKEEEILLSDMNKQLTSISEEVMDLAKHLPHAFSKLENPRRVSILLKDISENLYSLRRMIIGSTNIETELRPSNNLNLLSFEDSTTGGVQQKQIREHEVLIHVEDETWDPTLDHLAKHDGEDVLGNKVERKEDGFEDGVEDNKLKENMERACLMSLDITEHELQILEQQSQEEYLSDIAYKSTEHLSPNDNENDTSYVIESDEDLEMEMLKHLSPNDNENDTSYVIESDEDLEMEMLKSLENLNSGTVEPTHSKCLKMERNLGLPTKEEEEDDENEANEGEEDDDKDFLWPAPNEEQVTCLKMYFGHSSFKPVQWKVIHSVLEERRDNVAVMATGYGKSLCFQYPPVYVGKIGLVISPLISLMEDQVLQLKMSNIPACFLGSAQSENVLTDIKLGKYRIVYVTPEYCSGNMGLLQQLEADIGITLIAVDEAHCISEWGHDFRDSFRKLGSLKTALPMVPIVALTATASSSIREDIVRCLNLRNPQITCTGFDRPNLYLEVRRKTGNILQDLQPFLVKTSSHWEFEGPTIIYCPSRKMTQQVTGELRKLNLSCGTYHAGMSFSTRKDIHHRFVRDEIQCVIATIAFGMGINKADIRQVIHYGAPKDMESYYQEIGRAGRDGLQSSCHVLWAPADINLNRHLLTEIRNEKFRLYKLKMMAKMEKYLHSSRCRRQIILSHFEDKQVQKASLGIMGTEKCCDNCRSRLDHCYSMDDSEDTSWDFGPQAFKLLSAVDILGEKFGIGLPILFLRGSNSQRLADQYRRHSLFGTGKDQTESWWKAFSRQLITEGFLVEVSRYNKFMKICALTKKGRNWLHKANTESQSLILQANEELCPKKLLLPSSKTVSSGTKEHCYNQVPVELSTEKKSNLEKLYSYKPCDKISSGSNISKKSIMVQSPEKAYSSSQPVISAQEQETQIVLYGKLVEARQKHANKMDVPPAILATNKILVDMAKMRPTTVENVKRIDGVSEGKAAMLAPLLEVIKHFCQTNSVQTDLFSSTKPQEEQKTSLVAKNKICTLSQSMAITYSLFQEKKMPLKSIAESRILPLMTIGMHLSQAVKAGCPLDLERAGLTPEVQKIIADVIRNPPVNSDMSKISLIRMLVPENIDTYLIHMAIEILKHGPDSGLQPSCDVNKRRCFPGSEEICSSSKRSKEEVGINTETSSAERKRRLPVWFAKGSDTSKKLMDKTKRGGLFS
#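 Primary qHTS, 1536-well format. 20 nM WRN + compound, 15 min RT; start with 100 nM forked fluorophore/quencher duplex, 2 mM ATP (final); kinetic read ex 525/em 598 nm.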
# SW480 rereplic = DNA re-replication induction in SW480 cells | Potency, µM (series often up to 46.1 µM), for the others: at the top dose re-replication activation, actives largely listed as activators | SW480 DNA re-replication, Hoechst DNA content imaging, 48 h | 1.8% of 340,000 active | AID 624297; note: potency is the fitted concentration of half-maximal effect; % of control where 0% means no effect; nearly all actives have a fitted effect of over 55% in size
#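 Hoechst fluorescence of nuclei (405 nm excitation, 500-530 nm emission) measured by plate-scanning imager after 48 hr compound exposure at 37 C; re-replication scored as increased number of nuclei with elevated intensity.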
# ATXN2 expr inh = reduces ATXN2 reporter expression in HEK-293 cells; Potency, µM (titrated, usually from 57 µM), for the others: top-dose activity change, negative = inhibition, usual class: inhibitors; HEK-293 ATXN2-luciferase reporter, luminescence, 24 h; 0.72% of 360,000 active; AID 1745845; note: potency is the fitted concentration of half-maximal effect; % is set by controls: 0 for no effect and ±100 for the full control effect; nearly all actives have a fitted effect of over 55% in size
#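 ATXN2-luciferase reporter cells (luciferase flanked by upstream and downstream ATXN2 gene portions) were treated 24 h at 37 °C with compounds at up to 57 uM. SteadyGlo luminescence gave expression; GF-AFC fluorescence gave viability.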
# IL1B secr inh = inhibitors of inflammasome signaling (IL-1 beta secretion); THP-1 LPS/ATP IL-1B secretion, AlphaLISA, 16 h; hits give low values; 4.7% of 360,000 active; activity change, % at 57.5 µM; in the data active = activity change below about -50%; inconclusive = mostly about -30% to -49%; note: % is set by controls: 0 for no effect and ±100 for the full control effect
#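 THP-1 cells pretreated 1 hr with compounds (up to 57.5 uM final), then stimulated with LPS (250 ng/mL final) plus ATP (1.25 mM final); secreted IL-1B measured by AlphaLISA after 16 hr, decreased signal indicating inhibition.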
# HT1080 IDH1KD tx = HT-1080 IDH1 knockdown cell toxicity (counter line) | HT-1080 IDH1 knockdown viability, ATP luminescence, 48 h | Potency, µM (titrated, usually from 46.1 µM), for inactives: top-dose activity, negative = toxicity, hits mostly cytotoxic | 2% of 360,000 active | AID 686971;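 note: potency is the fitted concentration of half-maximal effect; 0% = DMSO wells and -100% = cell-free medium wells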
#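 Assay cells: HT-1080 with IDH1 knockdown, 750 per well, RPMI/5% FBS. Exposure: 48 h at 37 °C following 2 h pre-incubation. Read: CellTiter-Glo luminescence; fitted concentration-response, curve class assigned.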
# An asterisk follows results filed as active; i = inactive; ? = inconclusive; . = not tested or not shown; & = joins results of further samples; [ ] = dose if it differs, or a comment. Unless noted, calls come from the whole dose curve; as a rule, active = well fitted curve in the direction sought with a large enough effect; inconclusive = small, poorly fitted or top-dose-only effect, or another doubt; inactive = no such curve, though single readings can be large; an effect the other way counts as inactive or inconclusive.
SMILES,MCF10A rereplic,KB-3-1 tox,KB-V1 cytotox,HT1080-NT tox,WRN helicase inh,SW480 rereplic,ATXN2 expr inh,IL1B secr inh,HT1080 IDH1KD tx
O=C(NC1CCCC1)[C@@H]1CSC2c3ccccc3C(=O)N21 (some centres not stated),-1%,19%,-8%,6%,-2%[57.1 µM],-1%,-14%,13,6%
O=C(CCn1nnc2ccccc21)N1CCN(c2ccccc2)CC1,-5%,-4%,-7%,7%,-6%,-2%,29%,1,14%
Cc1c(N=Cc2ccncc2)c(=O)n(-c2ccccc2)n1C,-1%,-2%,44%,18%,2%,-1%,0%,4,19%
CCOc1ccccc1NC(=O)C(OC(=O)c1ccc(O)cc1)c1ccccc1 (configuration not stated),9%,?,15µM*,?,-18%,9%,-2%,22,23µM*
Cc1c(C(=O)N2CCN(Cc3ccc4c(c3)OCO4)CC2)sc2ncnc(N3CCN(c4ccccc4)CC3)c12,3%,-10%,0%,0%,5%,-6%,.,-3,?
NC(=O)c1ccc(NC(=O)CSc2nncn2-c2ccccc2)cc1,-8%,-1%,-1%,6%,-8%,1%,-15%,-3,23%
O=C(NCCc1c[nH]c2ccccc12)/C(=C\c1cccnc1)NC(=O)c1cccs1,9%,23%,-13%,1%,3%,3%,3%,-10,15%
N#C/C(=C\c1cccc(O)c1)C(=O)N1CCCCC1,18µM*,12%,?,-1%,-18%,?,15%,-73*,-11%
CCc1ccc2c(c1)C(=O)C[C@]1(CCC[C@H](C)C1)O2,4%,11%,-9%,-24%,3%,-7%,7%,27,4%
CC(C)(C)n1cnc2cc(NC(=O)c3cccs3)ccc21,-8%,-21%,?,-2%,0%,-7%,19%,-70*,0%
O=S(=O)(NC1=NCCCCC1)c1cc(F)ccc1F,-22%,8%,?,1%,1%,3%,8%,23,1%
CN(C)/C=C1\NC(=S)N(c2ccc(Cl)cc2)C1=O,12%,8%,4%,-2%,?,-12%,-14%[11.3 µM],-8,3%
Cc1cc(C)n(CCC(=O)N/N=C/c2ccc(O)cc2O)n1,?,-29%,-18%,-25%,-16%,7%,?,98,?
C=CCn1c(COc2cccc(C)c2)nnc1SCC(=O)c1c(N)n(C)c(=O)n(C)c1=O,-4%,0%,0%,8%,1%,-6%,.,0,8%
COc1ccccc1C(=O)N/C(=C\c1ccccc1)C(=O)NC(Cc1ccccc1)C(=O)O (configuration not stated),-3%,-2%,5%,14%,4%,-21%,4%,6,3%
COc1cc(SC)ccc1C(=O)NCCOc1c(C)cc(C)cc1C,-2%,?,21µM*,-24%,-6%,2%,-20%,0,?
COc1cc(/C=C(\C#N)C(=O)c2c[nH]c3ccccc23)cc(OC)c1O,-4%,0%,-2%,-6%,?,-11%,-17%,30,-5%
c1ccc(CSc2ncnc3ccccc23)cc1,-2%,1%,?,-13%,-2%,29%,27%,-15,-13%
COc1ccccc1N=C(C)C1=C(O)CC(c2ccccc2)CC1=O (configuration not stated),?,?,1.5µM*,?,5%,2.1µM*,29%,32,?
CN(C)C(CNc1ncnc2ccccc12)c1c(F)cccc1Cl (configuration not stated),0%,-5%,-20%,-8%,4%,-28%,-22%,18,0%
C=CCn1c(=NC(=O)c2ccccc2[N+](=O)[O-])sc2cc(S(C)(=O)=O)ccc21,?,5%,-11%,-11%,-20%,-7%,2%,-2,-6%
O=C(Nc1ccc2nc3n(c(=O)c2c1)CCCCC3)C(=O)N1CCN(c2ccccc2F)CC1,?,14%,-18%,11%,4%,16%,6%,22,19%
O=C(Cn1nnc2ccccc21)Nc1ccc(Cl)cn1,?,3%,4%,-4%,-3%,?,12%,0,9%
O=C(Nc1ccc(Cl)cc1)Nc1cccnc1,13%,-6%,-35%,1%,-5%,8%,16%,-22,-2%
NCCCC[C@@H]1NC(=O)[C@H](CCC(=O)O)NC(=O)c2cc([N+](=O)[O-])cc(I)c2SC[C@@H](C(=O)NCC(N)=O)NC1=O,-7%,24%,-5%,8%,0%,1%,3%,29,-2%

# The list goes on.
SMILES,MCF10A rereplic,KB-3-1 tox,KB-V1 cytotox,HT1080-NT tox,WRN helicase inh,SW480 rereplic,ATXN2 expr inh,IL1B secr inh,HT1080 IDH1KD tx
Cc1ccnc(Nc2nc(-c3ccc(O)cc3)cs2)c1,3%,6%,-22%,-18%,0%,-1%,47%[activator],-21,-28%
COC(=O)[C@@]12CCCCN1[C@H](c1ccc(-c3ccc(Cl)c(Cl)c3)cc1)[C@H]1C(=O)N(C)C(=O)[C@H]12,-1%,0%,-17%,-3%,7%,-28%,-8%,0,11%
Cc1ccc(C)c(N2CCN(C(=O)CCc3nc(-c4cccc(Br)c4)no3)CC2)c1,6%,14%,0%,17%,-1%,12%,6%,-6,11%
Cc1ccccc1CSc1nc(-c2ccccc2)cc(=O)[nH]1,-2%,1%,-4%,7%,1%,-5%,11%,0,-1%
CCOc1ccc(NCC(=O)Nc2ccc(Cl)cc2C)cc1,?,10%,?,-5%,-1%,?,-1%,-26,?
O=C(Cc1ccc(F)cc1)NC1CCS(=O)(=O)C1 (configuration not stated),14%,-7%,12%,9%,-2%,87%,12%,-5,11%
CN(C)S(=O)(=O)c1ccc(C(=O)Nc2ccc3c(c2)CCC3)cc1,4%,-29%,-10%,-5%,-1%,-9%,.,-6,-3%
CC1(c2ccccc2)NC(=O)N(CC(=O)Nc2ccccc2N2CCCCC2)C1=O (configuration not stated),-1%,-7%,-7%,15%,-8%,-4%,11%,1,5%
CN1C(N)=NC(=O)/C1=C/c1ccc(OC(F)(F)F)cc1,-4%,-3%,24%,2%,-3%,-4%,.,-16,0%
CSc1ccccc1NC(=O)CN(C)C(C)C(=O)Nc1ccc(C#N)cc1 (configuration not stated),19%,-1%,?,-25%,-6%,0%,?,-1,?
Cc1cc(C(=O)NC(Cc2c[nH]c3ccccc23)C(=O)O)c(C)o1 (configuration not stated),0%,8%,4%,4%,1%,-2%,7%,19,3%
CC(=O)Nc1ccc(-c2ccnc3c2CC(C)(C(=O)NC(C)C)O3)cc1 (configuration not stated),.,0%,0%,?,3%,.,8%,7,4%
CCN(C(=O)COC(=O)c1ccc(Br)o1)C1CCCCC1,3%,18%,8%,14%,3%,23%,-9%,20,3%
Nc1nc(N)c2[nH]cnc2n1,?,?,?,?,-14%,?,-21%,0,?
C=CC(C)(C)c1cc2cc3ccoc3cc2oc1=O,4%&11%,-1%,-1%,-5%,-10%,-33%&-1%[inhibitor],9%,67,-9%
COc1cccc(CN2CCC2(C)C(=O)Nc2cccc3cccnc23)c1F (configuration not stated),.,7.3µM*,7.3µM*,23µM*,0%[57.1 µM],.,?,21,13µM*
CC(=O)C1=C(C)NC(SCC(N)=O)=C(C#N)C1c1cccs1 (configuration not stated),?,-3%,-7%,-1%,-3%[57.1 µM],0%,5%,12,2%[9.24 µM]
CC(=O)Nc1ccc(S(=O)(=O)NCc2ccncc2)cc1,14%,0%,6%,0%,1%,-2%,-18%,38,-10%
O=C(CN1C(=O)NC2(CCCCC2)C1=O)Nc1cc(C(F)(F)F)ccc1N1CCOCC1,-1%,12%,?,6%,-7%,1%,2%,7,2%
C=C1C(=O)[C@]23C[C@H]1CC[C@H]2[C@]1(C)[C@@H](OC(C)=O)CC[C@@](C)(C(=O)O)[C@H]1C[C@@H]3O,.,?,-27%,6.5µM*,-34%,.,3.2µM*,-78*,5.8µM*
O=C(CCSc1nc(-c2ccc3c(c2)OCO3)cc(C(F)(F)F)n1)NCc1ccccc1,?,-3%,-3%,-12%,5%[57.1 µM],4%,-21%,15,?
O=C(c1ccc2nc(Cc3cccc(Cl)c3)oc2c1)N1CCC[C@H]1CO,-14%,?,-6%,-5%,-11%,-3%,-19%,6,1%
O=C1[C@@H]2C(c3cccnc3)=NO[C@@H]2C(=O)N1c1ccc2ccccc2c1,?,22%,5%,10%,-1%,?,10%,.,-1%
CCc1nnc(NC(=O)CSc2nc(-c3ccc(F)cc3)cc(-c3ccccc3)c2C#N)s1,12µM*,-3%,-11%,0%,4%,10%,.,15,4%
COc1ccc(CCNc2cc(C)nc3c(-c4ccccc4)c(C)nn23)cc1OC,19%,11%,8.2µM*,-1%,-7%,-34%[inhibitor],-9%,5,-1%
O=C(NCC(=O)N1CCN(c2ncc(C(F)(F)F)cc2Cl)CC1)c1ccc(Br)o1,?,?,?,3%,-8%,2%,-7%,i,-5%
COc1cccc(N2CC(C(=O)Nc3nnc(SCc4cccnc4)s3)CC2=O)c1 (configuration not stated),1%,0%,-3%,-4%,-23%,-3%,-21%,35,-8%
Cc1ccc(CNC(=O)C(=O)NCCC2CCCCN2S(=O)(=O)c2ccc(C)cc2)cc1 (configuration not stated),?,-11%,3.7µM*,-1%,-5%,?,-11%,13,-8%
CCC1CCCCN1CCCNC(=O)c1ccc2c(=O)n(Cc3ccc(OC)cc3)c(=O)[nH]c2c1 (configuration not stated),?,-9%,1%,-3%,10%,?,-14%,-7,1%
CCCCN(CC)CCNC(=O)C1CCCN(S(=O)(=O)c2cccc3nsnc23)C1 (configuration not stated),-17%,-5%&-4%,-10%&-27%,7%,4%,7%,8%&6%,32,8%
